# Artemis endo inh: Artemis endonuclease inhibitors, primary screen, biochemical, fluorescence intensity, FAM/BHQ-1 hairpin substrate; Protein artemis (Homo sapiens), Q96SD1; recombinant Artemis, quenched FAM hairpin cleavage fluorescence; inhibition, % at 10 µM; hit rate 0.78% among 30,000; AID 686954, 2013;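 active = at 10 µM dose, at least 30% inhibition, measured as corrected fluorescence normalized to stimulator and neutral control wells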
# Target sequence (Q96SD1 whole entry, looked up): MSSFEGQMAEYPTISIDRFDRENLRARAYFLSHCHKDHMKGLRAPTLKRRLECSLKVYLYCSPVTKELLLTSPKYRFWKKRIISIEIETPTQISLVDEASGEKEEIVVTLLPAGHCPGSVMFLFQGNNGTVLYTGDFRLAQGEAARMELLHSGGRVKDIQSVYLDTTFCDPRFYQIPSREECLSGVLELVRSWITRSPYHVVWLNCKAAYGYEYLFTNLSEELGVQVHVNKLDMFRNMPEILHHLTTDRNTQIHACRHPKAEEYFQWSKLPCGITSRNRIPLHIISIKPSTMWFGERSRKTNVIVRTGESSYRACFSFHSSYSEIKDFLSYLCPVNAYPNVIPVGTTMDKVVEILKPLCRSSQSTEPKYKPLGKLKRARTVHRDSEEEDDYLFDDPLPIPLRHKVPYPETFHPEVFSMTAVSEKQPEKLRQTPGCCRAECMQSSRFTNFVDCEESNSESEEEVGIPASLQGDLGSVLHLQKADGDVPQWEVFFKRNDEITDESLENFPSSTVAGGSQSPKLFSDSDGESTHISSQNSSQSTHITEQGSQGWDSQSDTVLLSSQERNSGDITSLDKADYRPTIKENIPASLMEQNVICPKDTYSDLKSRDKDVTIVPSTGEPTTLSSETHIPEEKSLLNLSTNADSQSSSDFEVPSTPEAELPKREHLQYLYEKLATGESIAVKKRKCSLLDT
# * marks the source's active call; other numbers are inactive results. An excerpt; count on the stated rates, not on these rows.
SMILES,Artemis endo inh
O=C(O)CCc1ccc(-c2ccc(F)cc2)n1NC(=O)c1ccco1,-9.9
Cc1cc(C(=O)CN2C(=O)NC(c3ccccc3)(c3ccccc3)C2=O)c(C)n1Cc1ccccc1,4.1
Cc1cccc(OCCOc2ccc(/C=N/NC(=O)Cc3nnc(N)s3)cc2)c1,-7.1
NC(CC(=O)O)c1cccc(OCc2ccccc2)c1 (centres undefined),7.2
COc1ccc(CCNC(=O)CSc2nc3c(c(=O)n(C)c(=O)n3C)n2C)cc1OC,2.3
O=C(C1CCCN(Cc2ccncc2)C1)N1CCc2ccccc2C1 (centres undefined),9.9
CCOc1ccccc1C1CC(=O)NC2=C1C(=O)CCC2 (centres undefined),-10.7
CC1(C)Cc2c(c(=S)nc(-c3ccccc3)n2CCO)CO1,-5.6
Cc1occc1C(=O)N1CCCc2ccccc21,-4.7
COc1cc(C(O)c2nc3ccccc3n2C)cc(OC)c1OC (centres undefined),-8.3
FC(F)(F)c1nnc2ccc(N3CCCC3)nn12,3.3
C/C(=C\C(=O)c1ccc(Cl)cc1)Nc1ccc(Br)cc1,1.2
Cc1ccc(O)c(C2=NOC(O)(C(F)(F)F)C2)c1 (centres undefined),-2.0
CC(=O)N(Cc1ccc(F)cc1)C1=C(NCc2ccccc2)C(=O)c2ccccc2C1=O,39.3*
CCOC(=O)C(CC)(CC)/C(C)=N/NC(=O)CC#N,4.2
CCOc1ccc(-n2nc(C(=O)NCCOC)c3ccccc3c2=O)cc1,-3.2
CCN(CC)CCNC(=O)c1c(O)c2cc(OC)c(OC)cc2[nH]c1=O,-3.8
FCCCOc1ccc(-c2ccnc(-c3ccccc3)n2)cc1,7.8
C=CCOc1nc(N(C)C)nc(N(C)C)n1,-3.2
CCOC(=O)c1cc(CC)sc1NC(=O)Cc1ccsc1,12.4
O=C(Nc1ccccc1-c1nnn(CC(=O)N2CCCc3ccccc32)n1)c1ccc(Cl)cc1,16.2
COC(=O)c1ccc(COC(=O)c2ccccn2)cc1,-1.3
Cc1onc(-c2ccccc2)c1C(=O)Nc1nc(-c2ccccc2)cs1,-0.7
O=C(CCS(=O)(=O)Cc1ccccc1F)N1CCc2ccccc2C1,-4.3
COc1ccc(N2CCN(C(c3ccccc3)c3nnnn3Cc3ccc(F)cc3)CC2)cc1 (centres undefined),17.6
CC1Cc2ccccc2N1C(=O)Cn1cnc2ccccc2c1=O (centres undefined),-2.9
O=C(NC1=NC2CCCCC2N1)c1ccccc1 (centres undefined),-1.4
O=C(OCc1ccc2c(c1)OCO2)c1ccc(S(=O)(=O)N2CCCCC2)cc1,7.6
CC(C)CC(c1nnnn1CC1CCCO1)N1CCN(c2cccc(Cl)c2)CC1 (centres undefined),4.5
CCOc1cc(C(=O)NC(C)CC)cc(OCC)c1OCC (centres undefined),-3.3
NS(=O)(=O)c1ccc(Cc2ncc(C(F)(F)F)cc2Cl)s1,-5.4
c1ccc(COc2ccc(OCCOCCn3cncn3)cc2)cc1,-4.0
COC(=O)c1ccc(NC(=O)c2cn(-c3cccc(C)n3)cn2)cc1,-13.1
CCOC(=O)/C=c1\s/c(=C\c2c(OCC)ccc3ccccc23)c(=O)n1CC(=O)NCC1CCCO1 (centres undefined),5.6
COc1ccc(CN2CCn3ncc(C(=O)Nc4ccccc4)c3C2=O)cc1,8.5
CCN(CC)CCOC(=O)c1cccc(Br)c1,-4.9
O=C(CC12CC3CC(CC(C3)C1)C2)NCC(=O)N1CCCC1,-9.7
O=C(CN1C(=O)NC2(CCCCCC2)C1=O)NCc1ccco1,-2.8
Cc1cc(CSc2ccccc2)ccc1NC(=O)c1cccc([N+](=O)[O-])c1,-16.5
Cc1ccc(Cl)cc1N1CCN(C(=O)C2CCN(S(=O)(=O)c3cnc[nH]3)CC2)CC1,7.1
C=CCc1ccc(OCC(O)CN2CCC(Cc3ccccc3)CC2)c(OC)c1 (centres undefined),10.3
Cc1ccc(Cn2nnc3c(=O)[nH]c(C4CCN(S(=O)(=O)c5cc(C)ccc5C)CC4)nc32)cc1,-0.8
CCN(CC)c1ncnc2sc(C(=O)N3CCN(c4ccccc4)CC3)c(C)c12,5.2
Cc1ccc(S(=O)(=O)N2CCN(C(=O)C3Cc4ccccc4CN3C(=O)c3ccco3)CC2)cc1 (centres undefined),-7.2
CC(=O)N(C)c1nnc(-c2ccccn2)s1,-5.0
COC(=O)c1[nH]c2ccc(Cl)cc2c1NC(=O)CCN1CCOCC1,-14.3
CCC(C)(C)NC(=O)CN(Cc1ccc2c(c1)OCO2)C(=O)CCC(=O)Nc1ccccn1,6.4
COc1cccc2c3c(c(=O)[nH]c12)CCC(C)(C)O3,3.9
COc1ccc(CCNC(=O)C2=COCCO2)cc1,0.6
CN1C(=O)c2cccc(NCCCCCCN3C(=O)c4ccccc4C3=O)c2C1=O,-0.1

# Looked up above.
# In Artemis endo inh, `O=C(NC1=NC2CCCCC2N1)c1ccccc1` (centres undefined) reads -1.4
# In Artemis endo inh, `CC(C)CC(c1nnnn1CC1CCCO1)N1CCN(c2cccc(Cl)c2)CC1` (centres undefined) reads 4.5
# In Artemis endo inh, `C=CCc1ccc(OCC(O)CN2CCC(Cc3ccccc3)CC2)c(OC)c1` (centres undefined) reads 10.3

# Next compounds follow:
SMILES,Artemis endo inh
O=C(O)c1ccc(-c2ccco2)n1Cc1ccccc1,0.1
CC(=O)c1cccc(NC(=O)c2cc(-n3cnnc3)ccc2Cl)c1,2.0
Cn1c(-c2sc3cc(C(F)(F)F)cnc3c2-c2cccnc2)n[nH]c1=S,-4.5
COc1ccc(OC)c2[nH]c(=O)c(CCNS(=O)(=O)c3ccc(C)cc3)cc12,-6.7
O=C(c1ccccc1)c1ccc(OCC(O)CN2CCOCC2)cc1 (centres undefined),8.8
Cc1cccc(NC(=O)CC2S/C(=N/c3nccs3)N(C)C2=O)c1 (centres undefined),-5.4
CCN(C(=O)Nc1ccccc1OC)c1c(N)n(Cc2ccccc2)c(=O)[nH]c1=O,4.8
CCN(CC)c1ncn(Cc2c(Cl)cccc2Cl)c2ncnc1-2,3.5
Cc1cc(C)n(C(=O)c2ccc(NC(=O)C3COc4ccccc4O3)cc2)n1 (centres undefined),-6.8
O=C(CCC(=O)c1ccc(F)cc1)OC1CCOC1=O (centres undefined),2.5
COCCCN1C(=O)C(=O)/C(=C(/O)c2ccc(C)cc2)C1c1ccccc1 (centres undefined),-8.7
CCOC(=O)N1CCN(CCC(=O)Nc2ccc(C)c(Br)c2)CC1,-5.0
CCn1c(C(=O)N2CCCC(C(=O)O)C2)cc2sccc21 (centres undefined),-3.2
CCCCc1nc2sc3c(c2c(=O)[nH]1)CCC3,-10.9
COc1ccc(-c2noc(CSc3nc(-c4ccccc4)cc(=O)[nH]3)n2)cc1OC,25.1
CCCSc1nc2c(c(=O)[nH]c(=O)n2C)n1CCc1ccccc1,0.5
COc1ccc(OCCCC(=O)NCC(C)C)cc1,-2.6
COc1ccc(OC)c(-n2c(-c3ccc(S(C)(=O)=O)cc3)cc(C=O)c2C)c1,-12.9
CC1CCc2cc(F)ccc2N1C(=O)CCC(=O)O (centres undefined),-5.4
COc1ccc(C(=O)NCc2oc(-c3ccccc3)cc2C(=O)O)cc1,16.2
COC(=O)NCc1ccc(CNC(=O)OC)cc1,-5.0
Cc1ccc(C)c(N(CC(=O)NN=C2CCCCCCC2)S(C)(=O)=O)c1,0.5
O=C(C1CCCN(S(=O)(=O)c2ccc(Br)s2)C1)N1CCCCCC1 (centres undefined),2.9
Cc1noc(C)c1CSc1nnc(-c2ccccc2F)n1CCc1ccccc1,-5.1
CCCOc1ccc(C2/C(=C(\O)c3c(C)[nH]c(C(=O)OC)c3C)C(=O)C(=O)N2CCN(C)C)cc1 (centres undefined),-9.5

# Reformatted with each value named: 2 of the compounds above
Cc1cccc(NC(=O)CC2S/C(=N/c3nccs3)N(C)C2=O)c1 (centres undefined)
  Artemis endo inh: -5.4

CCN(C(=O)Nc1ccccc1OC)c1c(N)n(Cc2ccccc2)c(=O)[nH]c1=O
  Artemis endo inh: 4.8

# (continued)
SMILES,Artemis endo inh
CCC(N)C12CC3CC(CC(O)(C3)C1)C2 (centres undefined),-7.0
COc1ccc(/C=C/C(=O)NC(=S)NNC(=O)Cc2cccs2)cc1OC,5.7
COCC(COCCCNC(=O)Nc1ccc(Br)cc1)OC (centres undefined),0.4
CCOC(=O)c1ccc(COc2nc3ccccc3nc2-c2ccccc2NC(C)=O)o1,-5.3
Clc1ccc(CNc2nc(N3CCOCC3)nc(N3CCOCC3)n2)cc1,8.6
COc1ccc(C(=O)c2c[nH]c(C(=O)NCc3cccnc3)c2)cc1,-0.7
COc1ccc(-c2c3c(=O)n(C)c(=O)n(C)c3cn2-c2cc(OC)ccc2OC)cc1,6.5
CSc1nc(N2CCOCC2)c2c(c1C#N)CC(C)(C)OC2,-5.1
CN1CCN(S(=O)(=O)c2ccc(NC(=O)c3ccco3)cc2)CC1,-8.0
COc1ccccc1N1CCN(CCCNC(=O)Nc2ccccc2)CC1,-4.3
CN(C)CCSc1nc(N)c2c3c(sc2n1)CN(C)CC3,15.7
Cc1ccc(N2C(N)=NC(N)=NC2(C)C)c(C)c1,-5.0
CCOC(=O)c1c(NC(=O)COC(=O)Cn2cnc3ccccc32)sc(C)c1C,-0.7
O=C(N/C=N/O)C1=NOC(CNc2ncc(C(F)(F)F)cc2Cl)C1 (centres undefined),-5.6
Cc1cccc(C(=O)Nc2c(C#N)c(C)c(C)n2Cc2ccccc2)c1,0.3
N#Cc1c(NC(=O)c2nc3ncccn3n2)sc2c1CCCCC2,2.6
CCCCc1cc(=O)oc2cc(OCc3nn[nH]n3)c(Cl)cc12,-3.9
CCOC(=O)Nc1sc2nc(C)cc(C)c2c1-n1cccc1,3.0
CC(=O)Oc1cccc(N2C(=O)C3CC=C(Cl)CC3C2=O)c1 (centres undefined),-1.2
COc1ccc(OC)c(N2C(N)=NC(N)=NC23CCCC3)c1,3.3
O=C(Cc1ccc(Cl)cc1)Nc1ccc2oc(-c3ccncc3)nc2c1,0.8
Fc1ccccc1N1CCN(c2cnc3ccccc3n2)CC1,1.4
S=C(Nc1ccccc1)c1ccccn1,-6.0
CC1CN(C(=O)c2ccc3c(c2)OCO3)OC(c2ccccc2)O1 (centres undefined),-1.2
Cc1nc(-c2c(-c3ccc(O)cc3O)noc2C(F)(F)F)cs1,-1.9
CC(=O)Nc1ccc(NC(=O)c2ccccc2CC[N+](=O)[O-])cc1,2.5
CCC1C(=O)N=C(SCC(=O)Nc2ccccc2)NC1=O (centres undefined),-8.7
COCCn1nnnc1C(c1ccccc1)N1CCN(C)CC1 (centres undefined),-7.6
O=Cc1c(-[n+]2ccccc2)nc([O-])n1-c1ccccc1,-1.5
C=CCOC(=O)C1=C(C)OC(N)=C(C#N)C1c1ccc2c(c1)OCO2 (centres undefined),4.1
c1ccc2c(N3CCOCC3)nc(N3CCOCC3)nc2c1,-5.7
O=C1c2ccccc2C(=O)N1CCSc1n[nH]c(=S)s1,0.0
COc1ccc(CCCc2nnc(SCC(=O)Nc3ncc(C)s3)o2)cc1,2.9
CCC1(C)Cc2ccccc2-c2c1c(=O)n(Cc1ccccc1)c1nnnn21 (centres undefined),3.9
Cc1cc(-c2nnc(SCC(=O)Nc3ccccc3C(F)(F)F)o2)c(C)n1-c1ccccc1,-2.6
CCn1c2ccccc2c2cc(NC(=O)CSc3nnc(-c4cccc(C)c4)o3)ccc21,7.2
CCCn1c(SCC(=O)c2cc(C)ccc2C)n[nH]c1=O,-1.5
CCOC(=O)C1=C(CNC2CCCCC2)NC(=O)NC1c1cc(C)ccc1C (centres undefined),-5.9
COc1ccc(CCNC(=O)c2ccco2)cc1,-5.7
O=C(c1ccccc1F)N1CCN(CC2CC3C=CC2C3)CC1 (centres undefined),-7.2
Cc1ccc(C)c(N(C(=O)Cn2nnc3ccccc32)C(C(=O)NCc2ccco2)c2ccncc2)c1 (centres undefined),-3.7
O=C(c1cccc(S(=O)(=O)N2CCCCC2)c1)N1CCN(S(=O)(=O)c2ccc(F)cc2)CC1,2.4
CC1(C)CC(N(Cc2cccs2)C(=O)c2ccco2)CCO1 (centres undefined),-3.4
CC(=O)CSc1ncnc2nc[nH]c12,-4.3
CCCCS(=O)CC(COCc1ccccc1)OC(=O)CSc1nc(C)cc(C)n1 (centres undefined),4.8
COC(=O)c1scc(C)c1N/N=C(\C)c1ccc(F)cc1F,-6.3
CCC1CCCCN1CCCNC(=O)C1CCC(=O)N1Cc1ccc(C)cc1 (centres undefined),-5.8
COc1ccc(C(=O)Oc2c(C)occc2=O)cc1OC,-0.6
CCOC(=O)CCNC(C)C1COc2ccccc2O1 (centres undefined),-6.5
COc1cccc2c1OCC1COc3c(c(=O)n(C)c(=O)n3C)C21 (centres undefined),-9.3

# Overlap with the part before: 4 entries, then new ones.
SMILES,Artemis endo inh
CCC1CCCCN1CCCNC(=O)C1CCC(=O)N1Cc1ccc(C)cc1 (centres undefined),-5.8
COc1ccc(C(=O)Oc2c(C)occc2=O)cc1OC,-0.6
CCOC(=O)CCNC(C)C1COc2ccccc2O1 (centres undefined),-6.5
COc1cccc2c1OCC1COc3c(c(=O)n(C)c(=O)n3C)C21 (centres undefined),-9.3
CCCSC1=C(C#N)C(c2ccc(OC)cc2)C2=C(CC(C)(C)CC2=O)N1 (centres undefined),-1.4
CCOc1ccc(-n2cc(C(=O)Nc3cccc(C)n3)c3cc(OC)c(OC)cc3c2=O)cc1,6.3
Cc1ccc(CNC(=O)CS(=O)(=O)CC(=O)O)cc1,5.3
CCc1cccc2c(C(=O)COC(=O)c3nn(C)c(=O)c4ccccc34)c[nH]c12,3.3
O=C1CC(c2ccc3c(c2)OCO3)c2cc3c(cc2N1)OCCO3 (centres undefined),11.0
CCNc1ccccc(C(=O)/C=C/c2ccc3c(c2)OCO3)c1=O,25.5
O=C(Nc1nccs1)c1cccc(S(=O)(=O)N2CCOCC2)c1,3.8
COC(=O)C1=C(CSc2nc3ccccc3o2)NC(=O)NC1c1cc(C)ccc1C (centres undefined),16.4
